High-throughput results as filed in PubChem BioAssay.
MEP2-GFP yeast: alters MEP2-GFP fluorescence in TOR pathway yeast screen | S. cerevisiae MEP2-GFP strain, flow cytometry GFP, 3 h; 100% = DMSO control level | GFP response vs DMSO, % at 10 µM | hit rate 0.51% among 330,000;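 active = GFP response versus DMSO above a set limit, roughly screen mean plus 3 SD, cut at about 180% in these data; inconclusive = fewer than 70 cells counted for a yeast strain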;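 note: median GFP fluorescence of the barcode-gated MEP2-GFP cells per well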
AGP1 TOR yeast: modulators of TOR pathway AGP1-GFP in S. cerevisiae; S. cerevisiae AGP1-GFP multiplex flow cytometry, 3 h; GFP as percent of DMSO wells; AID 2066; hit rate 0.02% among 320,000; GFP response vs DMSO, % at 10 µM;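 active = GFP response relative to DMSO above a set limit, near screen average plus 3 SD, cut at about 150% in these data; inconclusive = fewer than 70 cells counted for the yeast strain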;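 note: median GFP channel fluorescence of the gated AGP1 strain per well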
RPL19A TOR yeast: alters RPL19A-GFP fluorescence in TOR pathway yeast screen; hit rate 0.3% among 330,000; percent response vs DMSO, % at 10 µM; S. cerevisiae RPL19A-GFP strain, flow cytometry, 3 h; hits give low values;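 active = percent response vs DMSO below 50%; inconclusive = fewer than 70 events counted for the yeast strain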;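 note: median channel GFP fluorescence of the barcoded RPL19A-GFP strain; ratio of sample median GFP to plate DMSO average so 100% = DMSO; lower means less RPL19A-GFP as with rapamycin TOR inhibition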
LAP4 TOR yeast: alters LAP4-GFP fluorescence in TOR pathway yeast screen; hit rate 0.34% among 320,000; S. cerevisiae LAP4-GFP multiplex, flow cytometry GFP, 3 h; median GFP as percent of DMSO wells; GFP response vs DMSO, % at 10 µM;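 active = GFP response vs DMSO above a set limit, about the screen mean plus 3 SD, cut at about 150% in these data; inconclusive = under 70 cell events counted for the yeast strain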
CIT2-GFP yeast: alters CIT2-GFP fluorescence in TOR pathway yeast screen | S. cerevisiae CIT2-GFP strain, flow cytometry, 3 h; 100 means same as DMSO wells | GFP response vs DMSO, % at 10 µM | hit rate 0.065% among 320,000;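 active = GFP response relative to DMSO above a set limit, near the screen mean plus 3 SD, cut at about 150% in these data; inconclusive = Fewer than 70 cells measured for a yeast strain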;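 note: ratio of well median GFP fluorescence to mean of DMSO wells on the plate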
CR mimetic SO: yeast age-related superoxide inhibition as caloric restriction mimetic | S. cerevisiae aged cells, superoxide DHE fluorescence; hits give low values | hit rate 0.18% among 330,000 | superoxide response (% of plate mean), % at 10 µM;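 active = superoxide response under a set limit, about three screen SD below normal, cut at about 65% in these data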;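 note: yeast aged for seven days with compound at 30 °C before DHE staining; 100% = average MFI of all compound-treated wells on the plate with controls excluded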
VLA-4 inh: inhibition in a human VLA-4 binding assay | P13612 | inhibition, % (about 7 µM as worked out from the volumes in the protocol) | hit rate 0.2% among 330,000 | VLA-4 expressing cells, ligand binding flow cytometry; in the data active = inhibition above about 50%
GRK2 aptamer HTS: blocks RNA aptamer binding to human GRK2. P25098. bead flow cytometry, FAM-aptamer displacement from GRK2. inhibition of aptamer binding, % at 10 µM. hit rate 0.59% among 330,000;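 active = inhibition of aptamer binding above 40%, roughly 3 SD of noise, on plates passing a quality check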;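 note: median bead fluorescence of bound FAM aptamer so fluorescent compounds give negative values; no value below 0 was filed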
Target sequence (P25098 whole entry, looked up): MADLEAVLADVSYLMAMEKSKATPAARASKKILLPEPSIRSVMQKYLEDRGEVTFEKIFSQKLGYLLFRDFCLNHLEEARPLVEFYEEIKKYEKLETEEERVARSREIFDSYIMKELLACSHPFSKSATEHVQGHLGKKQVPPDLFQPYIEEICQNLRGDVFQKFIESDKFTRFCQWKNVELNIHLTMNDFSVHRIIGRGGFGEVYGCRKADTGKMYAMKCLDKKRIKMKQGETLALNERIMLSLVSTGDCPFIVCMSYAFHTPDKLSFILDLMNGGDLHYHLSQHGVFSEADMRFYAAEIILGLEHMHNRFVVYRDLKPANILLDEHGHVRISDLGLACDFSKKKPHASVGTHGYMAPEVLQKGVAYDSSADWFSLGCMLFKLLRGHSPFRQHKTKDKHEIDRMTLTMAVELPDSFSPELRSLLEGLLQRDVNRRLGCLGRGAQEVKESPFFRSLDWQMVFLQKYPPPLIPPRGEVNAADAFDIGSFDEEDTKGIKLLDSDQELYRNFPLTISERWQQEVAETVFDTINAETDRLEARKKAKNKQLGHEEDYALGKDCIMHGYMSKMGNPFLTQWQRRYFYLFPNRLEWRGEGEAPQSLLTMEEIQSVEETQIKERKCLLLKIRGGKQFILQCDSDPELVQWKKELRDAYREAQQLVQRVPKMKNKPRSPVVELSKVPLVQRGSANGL
* hit, by the source's call; ? = inconclusive; / = not tested or not shown.

SMILES | MEP2-GFP yeast | AGP1 TOR yeast | RPL19A TOR yeast | LAP4 TOR yeast | CIT2-GFP yeast | CR mimetic SO | VLA-4 inh | GRK2 aptamer HTS
CNC(=O)CCn1nc(-c2ccc(C)cc2)c2ccccc2c1=O | 105 | 96 | 103 | 97 | 95 | 97 | 1 | 2
O=C1C2(c3ccccc3)CN(CCO)CC1(c1ccccc1)CN(CCO)C2 | 101 | 100 | 97 | 93 | 110 | 101 | 2 | 0
O=C(O)c1ccc(N(c2ccccc2)c2ccccc2)cc1 | 107 | 101 | 103 | 103 | 105 | 105 | -1 | 0
Nc1cccc(-c2nc3ccc(N)cc3s2)c1 | 108 | 72 | 98 | 111 | 92 | 97 | -92 | 0
C=CCn1c(C(CC)CC(C)(C)O)n[nH]c1=S (stereo unspecified) | 107 | 102 | 106 | 116 | 103 | 101 | 6 | 0
Cc1ccc(NS(=O)(=O)c2ccc(C(C)C)cc2)cc1S(=O)(=O)N1CCOCC1 | 101 | 97 | 98 | 100 | 93 | 92 | 6 | 0
O=C(O)CCC(=O)NN1C(=O)c2ccccc2NC1c1ccc(F)cc1 (stereo unspecified) | 102 | 103 | 100 | 98 | 102 | 115 | 15 | 0
COc1ccc(/C=C2\SC(=S)N(CCCC(=O)NNC(=O)c3ccccc3O)C2=O)cc1 | 100 | 101 | 99 | 106 | / | 98 | -2 | 3
Cc1csc(NC(=O)CSc2nnc3ncccn23)n1 | 114 | 109 | 106 | 106 | 111 | 88 | -8 | 3
CCCC[n+]1ccn(-c2nc3ccccc3nc2[N-]S(=O)(=O)c2ccc(Br)cc2)c1 | 94 | 101 | 89 | 98 | 100 | 105 | -1 | 2
CCOC(=O)c1ccc2c(c1)nc(C1CCN(S(=O)(=O)c3cccs3)CC1)n2CC | 104 | 106 | 100 | 95 | 104 | 101 | 29 | 0
CCCCSCc1cc(C(=O)O)oc1C(C)(C)C | 97 | 99 | 102 | 103 | 98 | 102 | 20 | 0
CCOC(=O)c1ccc(NC(=O)N2CCN(C(=O)c3ccco3)CC2)cc1 | 102 | 98 | 104 | 91 | 103 | 111 | 8 | 0
CN(CC(=O)Nc1ccc(F)c(F)c1F)C(=O)/C=C/c1ccc(Cl)cc1 | 96 | 94 | 99 | 87 | 100 | 105 | 11 | 0
O=C1Nc2ccccc2C12OCC(COc1ccc(Cl)cc1)O2 (stereo unspecified) | 106 | 104 | 99 | 113 | 101 | 95 | 2 | 0
CC1CN(C(=O)c2ccc(C(=O)c3ccccc3)cc2)CC(C)O1 (stereo unspecified) | 104 | 109 | 103 | 100 | 104 | 98 | 7 | 2
Cc1cccc(NC(=O)c2ccccc2OCC(=O)N2CCCC2)c1C | 99 | 92 | 92 | 92 | 97 | 88 | -1 | 1
O=C(c1ccc(Cl)nc1)N1CCN(S(=O)(=O)c2ccc(Cl)cc2)CC1 | 107 | 101 | 106 | 94 | 103 | 83 | 12 | 1
COc1cccc(CN2CCN(C(=O)c3cc(-c4cccnc4)nc4ccc(C)cc34)CC2)c1 | 98 | 102 | 98 | 109 | 100 | 110 | 8 | 3
Cn1nnnc1Sc1ncnc2scc(-c3ccc(-c4ccccc4)cc3)c12 | 94 | 97 | 97 | 101 | 100 | 104 | -5 | 0

Continued; the last 7 above are carried over.
SMILES | MEP2-GFP yeast | AGP1 TOR yeast | RPL19A TOR yeast | LAP4 TOR yeast | CIT2-GFP yeast | CR mimetic SO | VLA-4 inh | GRK2 aptamer HTS
CN(CC(=O)Nc1ccc(F)c(F)c1F)C(=O)/C=C/c1ccc(Cl)cc1 | 96 | 94 | 99 | 87 | 100 | 105 | 11 | 0
O=C1Nc2ccccc2C12OCC(COc1ccc(Cl)cc1)O2 (stereo unspecified) | 106 | 104 | 99 | 113 | 101 | 95 | 2 | 0
CC1CN(C(=O)c2ccc(C(=O)c3ccccc3)cc2)CC(C)O1 (stereo unspecified) | 104 | 109 | 103 | 100 | 104 | 98 | 7 | 2
Cc1cccc(NC(=O)c2ccccc2OCC(=O)N2CCCC2)c1C | 99 | 92 | 92 | 92 | 97 | 88 | -1 | 1
O=C(c1ccc(Cl)nc1)N1CCN(S(=O)(=O)c2ccc(Cl)cc2)CC1 | 107 | 101 | 106 | 94 | 103 | 83 | 12 | 1
COc1cccc(CN2CCN(C(=O)c3cc(-c4cccnc4)nc4ccc(C)cc34)CC2)c1 | 98 | 102 | 98 | 109 | 100 | 110 | 8 | 3
Cn1nnnc1Sc1ncnc2scc(-c3ccc(-c4ccccc4)cc3)c12 | 94 | 97 | 97 | 101 | 100 | 104 | -5 | 0
O=C(CCC(=O)N1CCN(c2ccccn2)CC1)Nc1nnc(C2CCCCC2)s1 | 98 | 97 | 99 | 90 | 103 | 86 | 3 | 0
COC(=O)C1=C(O)/C(=C/c2cccc(OC)c2O)N=C1C | 96 | 100 | 99 | 103 | 105 | 99 | -8 | 5
Cc1noc(C)c1C(=O)N1CCN(c2ccc(OCc3ccccc3)cc2)CC1 | 100 | 89 | 101 | 102 | 99 | 109 | 14 | 2
CC(=O)Nc1ccc(NC(=O)C(NS(=O)(=O)c2cccc3nsnc23)C(C)C)cc1 (stereo unspecified) | 106 | 102 | 101 | 103 | 112 | 92 | 13 | 4
O=C(N=C1N=C2C=CC=CN2Cc2ccccc21)c1ccc(S(=O)(=O)N2CCOCC2)cc1 | 88 | 88 | 99 | 81 | 83 | 100 | 13 | 4
Cc1ccc(C(=O)N2CC(C)CC(C)C2)cc1S(=O)(=O)N1CCCCC1 (stereo unspecified) | 86 | 84 | 86 | 80 | 84 | 96 | 7 | 1
COc1ccc(OC)c(S(=O)(=O)N2CCC(C(=O)N3CCN(c4ccc(F)cc4)CC3)CC2)c1 | 104 | 100 | 118 | 77 | 108 | 102 | -2 | 0
CC(OC(=O)c1ncc(Cl)c(Cl)c1Cl)C(=O)NC1CCCCC1C (stereo unspecified) | 100 | 92 | 93 | 95 | 94 | 102 | 23 | 0
COc1ccc(Cl)cc1NC(=O)CN(C)C(=O)c1cn2ccccc2n1 | 101 | 98 | 98 | 98 | 103 | 98 | -5 | 0
O=C(Cc1ccccc1[N+](=O)[O-])Nc1ccccc1C(=O)N1CCCC1 | 100 | 98 | 101 | 104 | 86 | 92 | 7 | 1

An excerpt from above in order of their number in LAP4 TOR yeast, high to low:
smiles,MEP2-GFP yeast,AGP1 TOR yeast,RPL19A TOR yeast,LAP4 TOR yeast,CIT2-GFP yeast,VLA-4 inh,GRK2 aptamer HTS
O=C(Cc1ccccc1[N+](=O)[O-])Nc1ccccc1C(=O)N1CCCC1,100,98,101,104,86,7,1
CC(OC(=O)c1ncc(Cl)c(Cl)c1Cl)C(=O)NC1CCCCC1C (stereo unspecified),100,92,93,95,94,23,0
O=C(CCC(=O)N1CCN(c2ccccn2)CC1)Nc1nnc(C2CCCCC2)s1,98,97,99,90,103,3,0

Next section:
SMILES | MEP2-GFP yeast | AGP1 TOR yeast | RPL19A TOR yeast | LAP4 TOR yeast | CIT2-GFP yeast | CR mimetic SO | VLA-4 inh | GRK2 aptamer HTS
Cc1cc(C)n(CCNS(=O)(=O)c2ccc(Cl)cc2)n1 | 91 | 94 | 102 | 92 | 93 | 104 | -10 | 1
Cc1cc(NC(=O)COC(=O)C2CC(=O)N(c3ccc(C)c(Cl)c3)C2)no1 (stereo unspecified) | 105 | 100 | 105 | 91 | 102 | 106 | 0 | 2
Cc1cc(SCC(=O)OCC(=O)NCC2CCCO2)c(C)cc1Br (stereo unspecified) | 85 | 77 | 91 | 124 | 79 | 116 | 16 | 0
CCOC(=O)N1CCN(C(=O)CN(c2cc(C(F)(F)F)ccc2Cl)S(C)(=O)=O)CC1 | ? | ? | ? | ? | ? | 104 | 15 | 0
Cc1ccccc1-n1c(=O)cc(NCc2ccc3c(c2)OCO3)[nH]c1=O | 100 | 99 | 97 | 98 | 92 | 105 | 1 | 0
O=C(NNC(=O)C1CCCC1)c1ccc(F)cc1 | 104 | 99 | 101 | 101 | 95 | 103 | 7 | 0
CCN(CC)CCNc1nc(-c2ccccc2)nnc1C(F)(F)F | 97 | 96 | 95 | 99 | 95 | 101 | -1 | 1
Cc1cc(N2CCN(C(=O)c3ccco3)CC2)n2ncc(-c3ccccc3)c2n1 | 89 | / | 90 | 103 | 64 | 121 | -8 | 1
CCOc1cc(/C=N/Nc2nnc(C)n2N)ccc1OC(C)=O | 103 | 98 | 100 | 84 | 99 | 96 | 19 | 0
CCOc1ccc(N(CC(=O)NCc2ccccc2OC)S(C)(=O)=O)cc1 | 105 | 111 | 105 | 114 | 107 | 100 | -12 | 53*
CCOC(=O)CCCCCC(=O)Nc1ccc2c(c1)CC(=O)N([C@@H](C)CO)C[C@@H](C)[C@@H](CN(C)C(=O)Nc1ccc(C(F)(F)F)cc1)O2 | 101 | 106 | 95 | 102 | 102 | 86 | 8 | 4
Cc1cc2ccccc2cc1CN1CCCCC1 | 100 | 100 | 99 | 97 | 100 | 95 | -4 | 1
COc1ccc(-c2cc(-c3ccccc3)nc(SC(C)C(=O)O)c2C#N)cc1 (stereo unspecified) | 96 | 99 | 99 | 97 | 102 | 108 | 2 | 1
O=C(/C(=C/O)N=Nc1ccccc1)c1ccco1 | 93 | 92 | 100 | 114 | 78 | 85 | 12 | 0
COc1ccc2oc(=O)c(C(=O)N3c4ccccc4CC3C)cc2c1 (stereo unspecified) | 110 | 115 | 109 | 112 | 97 | 110 | 6 | 0
CCOC(=O)C1CCN(C(=O)COC(=O)/C=C/c2ccc([N+](=O)[O-])cc2)CC1 | 106 | 97 | 97 | 95 | 100 | 103 | 8 | 4
Cc1ccc(CNS(=O)(=O)c2ccc(C(F)(F)F)cc2)n1C | 107 | 104 | 100 | 109 | 98 | 112 | 3 | 2
O=C1C=C(c2ccccc2)CC(c2ccc(F)cc2)C1 (stereo unspecified) | 89 | 82 | 104 | 124 | 82 | 103 | 25 | 1
O=C(CSc1nc2ccccc2[nH]1)Nc1nc(-c2cccc(Br)c2)cs1 | 108 | 104 | 105 | 101 | 107 | 101 | -13 | 75*
CC(C)(C)C(=O)Nc1ccc(S(=O)(=O)c2ccc(NC(=O)C(C)(C)C)cc2)cc1 | 98 | 93 | 97 | 91 | 95 | 108 | 9 | 0
Oc1c(C(c2cccs2)N2CCN(c3cccc(Cl)c3)CC2)sc2ncnn12 (stereo unspecified) | 80 | 88 | 90 | 74 | 102 | 110 | -12 | 0
O=C(NCc1ccccc1)C(c1cccnc1)N(C(=O)c1ccccn1)c1ccc(F)cc1 (stereo unspecified) | 96 | 98 | 98 | 91 | 92 | 84 | -21 | 2
CCCNC(=O)NC(=O)CSc1nc2cc(C(=O)OC)ccc2c(=O)n1-c1ccccc1 | 94 | 98 | 97 | 93 | 109 | 102 | 7 | 1
CC(=O)N1CCN(c2ccc(Oc3ncnc4sccc34)cc2)CC1 | 105 | 98 | 104 | 103 | 91 | 78 | -8 | 0
CC(=O)c1sc2nc(=O)c(C)nn2c1C | 98 | 85 | 113 | 80 | 78 | 103 | 3 | 2

Rows are unselected. Share with any hit: about 1.7%.
